L929 necroptosis: blocks zVAD induced death of L929 cells; L929 zVAD necroptosis rescue, ATP luminescence, 24 h; with zVAD 60 µM; viability rescue, % at 10 µM; hit rate 0.38% among 220,000; AID 1377;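 active means activation, scaled between plate controls, above about 75%, limit read from the data; inactive means activation under that limit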;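 further: 0% = zVAD with DMSO and 100% = DMSO alone without zVAD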
14-3-3 Bad inh: disrupts binding of bovine 14-3-3 zeta to phospho-Bad peptide; P63103; TR-FRET 14-3-3zeta/Dy647-pBad peptide displacement, 1 h; inhibition, % at 21.7 µM; hit rate 0.71% among 220,000;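 active means inhibition above about 70%, limit read from the data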;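 further: 0% = full 14-3-3 plus peptide FRET controls and 100% = background without 14-3-3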
Rad51 HR inh: Rad51 (human) homologous recombination inhibition; Q06609; hRad51 DNA strand exchange, fluorescence dequenching; inhibition, % at 10 µM; hit rate 0.085% among 200,000;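 active means inhibition above 40% at the single screening dose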;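 further: 0% = DMSO control wells and 100% = blanks with heterologous ssDNA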
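System: human Rad51 nucleoprotein filaments preassembled on unlabelled ssDNA. Reagent: labelled 47-mer dsDNA for strand exchange. Schedule: 30-min compound preincubation and 15-min exchange, both room temperature. Measured by: FRET fluorescence dequenching, excitation 485 nm, emission 520 nm. Read-out: Fluorescence-based percent inhibition, control- and blank-normalised. Benchmarks: plate controls and plate blanks.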
eIF4E 4G PPI: blocks eIF4E binding to eIF4G | P63073+Q04637 | hit rate 0.37% among 220,000 | AID 782 | TR-FRET eIF4E-eIF4GI(517-606) binding, 2 h | inhibition, % at 21.7 µM;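 active means inhibition above about 30%, limit read from the data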;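 further: 0% = full FRET control wells and 100% = background wells lacking eIF4GI fragment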
Target sequence (P63073 whole entry, looked up, the tested form may be a part): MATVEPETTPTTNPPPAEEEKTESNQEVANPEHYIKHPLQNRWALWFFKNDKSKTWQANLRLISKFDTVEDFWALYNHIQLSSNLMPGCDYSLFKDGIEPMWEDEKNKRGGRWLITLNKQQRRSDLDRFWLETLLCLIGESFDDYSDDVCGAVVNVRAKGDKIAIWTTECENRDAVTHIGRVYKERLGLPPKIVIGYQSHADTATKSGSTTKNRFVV
Target sequence (Q04637 whole entry, looked up, the tested form may be a part): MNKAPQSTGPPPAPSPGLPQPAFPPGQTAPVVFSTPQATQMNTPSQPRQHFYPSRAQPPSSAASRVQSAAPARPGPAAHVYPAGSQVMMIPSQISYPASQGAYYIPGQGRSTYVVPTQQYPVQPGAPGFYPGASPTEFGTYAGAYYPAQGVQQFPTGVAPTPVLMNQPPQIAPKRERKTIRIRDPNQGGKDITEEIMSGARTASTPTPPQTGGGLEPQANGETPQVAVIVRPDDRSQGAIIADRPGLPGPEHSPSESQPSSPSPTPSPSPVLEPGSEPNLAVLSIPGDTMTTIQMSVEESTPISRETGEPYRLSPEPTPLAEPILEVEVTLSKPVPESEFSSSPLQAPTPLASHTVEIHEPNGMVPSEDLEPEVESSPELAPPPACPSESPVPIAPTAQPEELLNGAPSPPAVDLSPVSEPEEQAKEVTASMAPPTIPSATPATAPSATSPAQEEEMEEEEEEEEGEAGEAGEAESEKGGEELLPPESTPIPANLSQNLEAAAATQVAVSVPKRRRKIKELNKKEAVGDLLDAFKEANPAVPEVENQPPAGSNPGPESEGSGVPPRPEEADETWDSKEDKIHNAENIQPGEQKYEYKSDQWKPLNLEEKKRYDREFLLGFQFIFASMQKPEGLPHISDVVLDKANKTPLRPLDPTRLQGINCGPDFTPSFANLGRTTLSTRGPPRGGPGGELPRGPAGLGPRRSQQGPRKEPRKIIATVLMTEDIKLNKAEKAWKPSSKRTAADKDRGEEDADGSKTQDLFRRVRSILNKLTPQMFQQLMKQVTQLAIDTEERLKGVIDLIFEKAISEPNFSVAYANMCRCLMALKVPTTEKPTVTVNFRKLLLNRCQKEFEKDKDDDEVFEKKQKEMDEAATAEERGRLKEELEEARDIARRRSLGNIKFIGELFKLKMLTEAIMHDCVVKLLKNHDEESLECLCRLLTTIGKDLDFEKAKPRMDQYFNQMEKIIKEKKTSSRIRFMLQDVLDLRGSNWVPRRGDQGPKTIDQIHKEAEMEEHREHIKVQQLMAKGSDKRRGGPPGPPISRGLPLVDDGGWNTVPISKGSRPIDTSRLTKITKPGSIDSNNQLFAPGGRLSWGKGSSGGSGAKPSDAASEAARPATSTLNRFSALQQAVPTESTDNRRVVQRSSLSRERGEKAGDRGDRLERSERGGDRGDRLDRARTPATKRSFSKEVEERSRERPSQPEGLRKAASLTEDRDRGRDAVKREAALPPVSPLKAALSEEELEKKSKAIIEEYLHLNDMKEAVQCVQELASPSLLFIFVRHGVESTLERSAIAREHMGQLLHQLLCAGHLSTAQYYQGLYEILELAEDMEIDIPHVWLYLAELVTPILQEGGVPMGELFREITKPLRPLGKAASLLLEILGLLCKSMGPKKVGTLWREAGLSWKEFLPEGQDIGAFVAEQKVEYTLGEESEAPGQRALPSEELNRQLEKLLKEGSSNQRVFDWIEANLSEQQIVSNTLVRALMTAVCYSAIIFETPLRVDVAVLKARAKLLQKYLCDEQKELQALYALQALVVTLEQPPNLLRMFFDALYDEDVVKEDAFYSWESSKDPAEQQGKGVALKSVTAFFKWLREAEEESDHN
Calpain2 inh: calpain II (pig) inhibition; hit rate 0.37% among 220,000; AID 1236; purified calpain II, fluorogenic peptide substrate, 30 min; inhibition, % at 16 µM;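 active means inhibition above about 50%, limit read from the data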
EP2 antag: blocks the human prostaglandin E2 receptor EP2. C6 glioma cells expressing human EP2, cAMP TR-FRET; cells stimulated with saturating PGE2. AID 1422. hit rate 0.52% among 260,000. P43116. inhibition, % at 25 µM;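 active means percent inhibition above 40 after rounding to a whole number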;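 further: rat C6 glioma host cells with rolipram phosphodiesterase inhibitor present; the protocol text gives 20 µM as final concentration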
Tb hexokinase: blocks Trypanosoma brucei hexokinase 1 activity; hit rate 0.11% among 220,000; AID 1430; inhibition, % at 10 µM; recombinant TbHK1, G6PDH-coupled NADH A340;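 active means inhibition of 50% or more in the single-dose primary screen; inactive means inhibition below 50%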
Hck Nef HTS: inhibitors of human Hck kinase activated by Nef. P08631. Recombinant Hck-YEEI plus Nef, Z-Lyte FRET kinase assay. inhibition, % at 20 µM. hit rate 0.68% among 220,000. AID 463187;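 active means Hck-Nef kinase inhibition above about 50%, limit read from the data; inactive means inhibition below that limit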;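 further: 0% = DMSO with Hck plus Nef and 100% = Hck alone without Nef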
EP2 mod: modulates human prostaglandin E2 receptor EP2 signaling | P43116 | AID 940 | hit rate 0.83% among 260,000 | induction, % at 25 µM | EP2-expressing cells, cAMP HTRF FRET, PGE2 co-stimulation;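 active means compounds whose cAMP rise, as percent of the full-agonist control response, exceeds 60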;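 further: rat C6 glioma line stably carrying human EP2 under a CMV promoter; the protocol text gives 20 µM as final concentration; 100% = response of wells given 1 µM PGE2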
* hit, by the source's call; · = no result given; [ ] = remark or other dose. The list is partial; the hit share may differ from the screen's.

no. | SMILES | L929 necroptosis | 14-3-3 Bad inh | Rad51 HR inh | eIF4E 4G PPI | Calpain2 inh
1 | Nc1nnc(SCc2ccc(F)cc2)n1-c1ccccc1 | -0.3 | -3 | 5 | -7 | -22
2 | O=C(c1ccccc1)N1CCN(Cc2ccccc2)CC1 | -0.4 | 67[fluorescence artefact?] | 3 | 1 | -18
3 | CCC(=O)c1ccc(N2CCN(C(=O)c3ccccc3)CC2)c(F)c1 | -1.4 | 0 | -6 | 1 | 21
4 | O=C(c1oc2ccccc2c1N1CCCCC1)N1CCCCC1 | -0.1 | 1 | 1 | -2 | 3
5 | O=C(C1CCCO1)N(Cc1ccccc1)c1ccccc1 (stereo not given) | -0.3 | 6 | 5 | 3 | -4
6 | CCNC(=O)C(Sc1ccccc1)c1ccccc1 (stereo not given) | 0.1 | -10 | 4 | 4 | 17
7 | COC(=O)CSc1nc(N)c(C#N)c(CC(C)C)c1C#N | · | 0 | · | 2 | -5
8 | CCOC(=O)Cn1nnc(-c2ccccc2)n1 | 1.1 | -10 | 1 | -6 | 27
9 | COc1ccc(NC(=O)C/C(C)=N/NC(=O)C(=O)NC(C)C)c(OC)c1 | 1.0 | 43 | 7 | -3 | -8
10 | COc1ccc(COC(=O)N/C=C/c2ccco2)cc1 | -0.3 | 1 | -9 | 2 | -3

no. | EP2 antag | Tb hexokinase | Hck Nef HTS | EP2 mod
1 | 7 | -1 | 5 | 10
2 | 8 | -5 | 5 | 7
3 | 10 | -7 | 15 | -33
4 | -2 | 7 | 6 | 33
5 | 9 | -5 | 11 | 23
6 | 2 | 2 | 6 | 8
7 | 6 | -22 | 3 | -14
8 | 7 | 1 | 16 | 18
9 | 5 | -1 | 24 | -21
10 | 9 | 0 | 23 | -28

(more compounds)
no. | SMILES | L929 necroptosis | 14-3-3 Bad inh | Rad51 HR inh | eIF4E 4G PPI | Calpain2 inh
11 | CCOC(=O)CN(C(=O)CSc1nnc(-c2cccc(OC)c2)o1)c1ccc(F)cc1 | -0.5 | -4 | -9 | 7 | 18
12 | Cc1ccc(SCC(=O)Nc2ccc(S(=O)(=O)Nc3ncccn3)cc2)cc1 | -0.2 | -9 | · | 0 | 2
13 | Cc1cccc(NC2=NC(=S)N(c3ccc(C(=O)O)cc3)C23CCCCC3)c1 | 0.0 | -10 | · | 3 | 3
14 | CCCCN1C(=S)NC[C@@H]1c1ccccc1 | 1.7 | -6 | 9 | -2 | -10
15 | CC(C)CN(CC(C)C)S(=O)(=O)N1CCC(C(=O)NCCc2ccc(Cl)cc2)CC1 | -0.9 | 0 | 0 | 5 | 22
16 | Cc1cc(C)n(Cc2nc3ccccc3n2C)n1 | 0.2 | 2 | 2 | 4 | 9
17 | Cc1ccc(NC(=O)CSc2nc(NS(=O)(=O)c3ccc(C)cc3)cc(=O)[nH]2)cc1 | 0.8 | · | -3 | · | 21
18 | CSc1ccc(-c2nnn(CC(=O)NCc3ccccc3)n2)cc1 | -0.2 | -2 | · | -11[fluorescence artefact?] | 7
19 | CC1Cc2cc(/C(O)=C3/C(=O)C(=O)N(CCCn4ccnc4)C3c3cccnc3)ccc2O1 (stereo not given) | 0.2 | 19 | -8 | -6 | 17
20 | COc1c(C)cc(C(=O)C2CCCN(C(=O)c3cccc(-n4cccn4)c3)C2)cc1C (stereo not given) | 0.5 | 2 | · | 0 | 9

no. | EP2 antag | Tb hexokinase | Hck Nef HTS | EP2 mod
11 | 10 | 2 | 1 | -9
12 | 6 | 13 | 0 | 4
13 | · | -3 | 1 | 97*
14 | 4 | -1 | -6 | 26
15 | 12 | -5 | -1 | 20
16 | 7 | -11 | -1 | 6
17 | 8 | 1 | 2 | -19
18 | 5 | -2 | 8 | -17
19 | 6 | -22 | 0 | 10
20 | 7 | -5 | -53 | -17

Next part
no. | SMILES | L929 necroptosis | 14-3-3 Bad inh | Rad51 HR inh | eIF4E 4G PPI | Calpain2 inh
21 | Cc1ccc(S(=O)(=O)N(C)CCCC(=O)N2CCN(C=O)CC2)cc1 | 0.3 | -8 | -2 | 4 | 11
22 | CC(C)CNc1cc(Cl)c(S(=O)(=O)NCC(C)C)cc1C(=O)O | 0.6 | 17 | -4 | 3 | -10
23 | Cc1cc(Cl)c(S(=O)(=O)NCc2ccncc2)cc1OCC(N)=O | 0.5 | -3 | 6 | -2 | 8
24 | CCCCCn1c(=O)[nH]c2cc(C(=O)NCc3ccccn3)ccc2c1=O | 0.2 | -5 | 12 | 2 | -3
25 | O=C(O)CSc1nnc(-c2cccnc2)n1Cc1ccccc1 | 2.2 | 1 | 0 | -2 | -14
26 | COCc1nnc(NS(=O)(=O)c2c(C)cc(C)cc2C)s1 | -0.4 | -7 | 0 | -10[fluorescence artefact?] | -30
27 | CCOc1ccccc1NC(=O)CC(O)(C(F)(F)F)C(F)(F)F | 0.9 | 0 | -3 | 5[fluorescence artefact?] | 23
28 | CC(CCc1ccccc1)NC(=O)c1ccc(Br)o1 (stereo not given) | 0.5 | 1[fluorescence artefact?] | -3 | 2 | -16
29 | COc1ccc(NC(C)=O)cc1NC(=O)c1ccc2ccccc2c1 | 11 | -7 | -11 | 1 | -16
30 | CN(C)C(=O)CCCc1nc(-c2ccc(Cl)cc2)no1 | 1.8 | 9[fluorescence artefact?] | -1 | 1[fluorescence artefact?] | -8

no. | EP2 antag | Tb hexokinase | Hck Nef HTS | EP2 mod
21 | 5 | 2 | 0 | -31
22 | 11 | 0 | 2 | -4
23 | 20 | 2 | 2 | 4
24 | 4 | -2 | 17 | -7
25 | 4 | 1 | 1 | 10
26 | 3 | -3 | 0 | 24
27 | 13 | -1 | -1 | 31
28 | 1 | -1 | 1 | -33
29 | 8 | -5 | 26 | -22
30 | 3 | -10 | 1 | 5

Whole records from above. Screens in order: L929 necroptosis, 14-3-3 Bad inh, Rad51 HR inh, eIF4E 4G PPI, Calpain2 inh, EP2 antag, Tb hexokinase, Hck Nef HTS, EP2 mod
COc1ccc(NC(C)=O)cc1NC(=O)c1ccc2ccccc2c1 as listed: 11, -7, -11, 1, -16, 8, -5, 26, -22
Cc1cc(Cl)c(S(=O)(=O)NCc2ccncc2)cc1OCC(N)=O as listed: 0.5, -3, 6, -2, 8, 20, 2, 2, 4
CC(CCc1ccccc1)NC(=O)c1ccc(Br)o1 (stereo not given) as listed: 0.5, 1[fluorescence artefact?], -3, 2, -16, 1, -1, 1, -33
CC(C)CNc1cc(Cl)c(S(=O)(=O)NCC(C)C)cc1C(=O)O as listed: 0.6, 17, -4, 3, -10, 11, 0, 2, -4

Remaining list, next part
no. | SMILES | L929 necroptosis | 14-3-3 Bad inh | Rad51 HR inh | eIF4E 4G PPI | Calpain2 inh
31 | Cc1cccc(N2CCN(C(=S)Nc3ccc4nc(N5CCN(C)CC5)cc(C)c4c3)CC2)c1C | -3.8 | 45 | 25 | -10 | -106
32 | CCC(OC(=O)C1=Cc2ccccc2OC1)C(=O)NC1CCCC1 (stereo not given) | 0.0 | 5 | -4 | -2 | 6
33 | Cc1cc(NC(=O)Nc2ccc(C)c(C)c2)no1 | 5.0 | 0 | · | 4 | 0
34 | CSCCC(NS(=O)(=O)c1ccc2c(c1)oc(=O)n2C)C(=O)NC1CCCc2ccccc21 (stereo not given) | 0.3 | 6 | · | 1 | 30
35 | CCOC(=O)c1oc2ccccc2c1CN1CCOCC1 | 0.0 | 43 | -1 | -7 | 24
36 | CCN(CC)S(=O)(=O)c1ccc(NC(=S)NC(=O)C(C)C)cc1 | 1.6 | -6 | 8 | -2 | 6
37 | O=C(CCS(=O)(=O)c1ccc(Cl)cc1)N1CCN(c2ccccc2F)CC1 | 2.6 | -1[fluorescence artefact?] | 2 | 0[fluorescence artefact?] | 5
38 | CN(C(=O)c1cnc2n(c1=O)CCS2)C1CCCCC1 | -0.4 | 0 | 6 | 4 | -18
39 | CCN(Cc1ccccc1)S(=O)(=O)c1ccc(S(=O)(=O)N2CCN(C)CC2)cc1 | 0.3 | -3[fluorescence artefact?] | 1 | 3[fluorescence artefact?] | -20
40 | CCc1[nH]c(=O)[nH]c1C(C)S(=O)(=O)c1ccc(C)cc1 (stereo not given) | -1.3 | -12 | 9 | 1 | -9

no. | EP2 antag | Tb hexokinase | Hck Nef HTS | EP2 mod
31 | 7 | -19 | 20 | -28
32 | 13 | -15 | -1 | -22
33 | 4 | 10 | 3 | -27
34 | · | -1 | 0 | 16
35 | 10 | 3 | 2 | 2
36 | 9 | 32 | 4 | -19
37 | 5 | -3 | 0 | 11
38 | 13 | -4 | -2 | 17
39 | 6 | 2 | 0 | 18
40 | -1 | 1 | 27 | -51

Further records:
no. | SMILES | L929 necroptosis | 14-3-3 Bad inh | Rad51 HR inh | eIF4E 4G PPI | Calpain2 inh
41 | c1ccc(-c2ccc(C3=Nn4c(nnc4-c4cc(-c5ccccc5)n[nH]4)SC3)cc2)cc1 | 0.0 | 11[fluorescence artefact?] | -8 | 1 | -100
42 | CCCN1Cc2cccc(C(=O)NC(C)c3cccs3)c2C1=O (stereo not given) | 0.6 | -16 | -4 | 8 | -7
43 | COc1ccc(CNC(=O)C2CCN(c3nccs3)CC2)cc1 | 0.5 | -2 | -3 | 3 | 5
44 | COc1ccc(OC)c(CCNC(=O)CN2C(=O)CC(C)(C)S(=O)(=O)c3ccccc32)c1 | -0.5 | 11 | 6 | -1[fluorescence artefact?] | -32
45 | CCCCNC(=O)c1ccccc1C(=O)NCCCC | -0.7 | -9 | -13 | -6 | 91*
46 | COCCCn1cnc2oc3nc4ccccc4nc3c2c1=O | -0.2 | 9 | -17 | 13 | -161
47 | CON/C=C(\C=Nc1ccccc1)c1ncc(C(F)(F)F)cc1Cl | -0.4 | 5 | -5 | -1 | -14
48 | CSc1nc(-c2ccccc2)c2cc(Cl)ccc2n1 | 0.1 | -24 | 8 | -1 | -1
49 | CCOC(=O)N1CCC(NCc2c(C(=O)N(C)Cc3ccccc3)nc3ccccn23)CC1 | -0.2 | -7 | · | 0 | 4
50 | CC(=O)c1c(C)[nH]c(C(=O)CSc2ccc(F)cc2)c1C | 1.3 | -2 | -9 | 2 | 5

no. | EP2 antag | Tb hexokinase | Hck Nef HTS | EP2 mod
41 | 6 | -6 | 2 | 32
42 | 10 | 6 | 1 | 20
43 | 8 | 9 | -1 | 2
44 | 2 | -17 | 0 | -15
45 | 7 | -1 | -7 | -14
46 | 21 | -32 | 22 | 10
47 | 6 | -10 | 1 | 51
48 | 7 | 1 | 2 | 62*
49 | 4 | -15 | 0 | 4
50 | 17 | -24 | 9 | -44

Carrying on.
no. | SMILES | L929 necroptosis | 14-3-3 Bad inh | Rad51 HR inh | eIF4E 4G PPI | Calpain2 inh
51 | Cc1cc2nc(C)n(CCCN)c2cc1C | 0.0 | 21 | -7 | -1 | 12
52 | CCCCNC1=CC(=O)C(=O)c2ccccc21 | 14 | -17 | 14 | -2 | -16
53 | COc1ccc(S(=O)(=O)N2CCC(C(=O)N3CCCC3)CC2)cc1Cl | -0.4 | 15 | 0 | -6 | 6
54 | CC(C)Sc1nc2[nH]ncc2c(=O)[nH]1 | 25 | -19 | 3 | 1 | 17
55 | Cc1ccc2c(Cl)c(C(=O)NCCc3ccccc3)sc2c1 | 0.5 | -8 | -9 | 1 | -1
56 | CCOc1ccc(C(C)NC(=O)c2ccccc2F)cc1 (stereo not given) | 1.2 | 1 | 6 | 2 | -12
57 | CSCCC(NC(=O)c1ccc(=O)n(C)n1)c1nc2ccccc2[nH]1 (stereo not given) | -0.2 | 6[fluorescence artefact?] | 1 | 8[fluorescence artefact?] | 7

no. | EP2 antag | Tb hexokinase | Hck Nef HTS | EP2 mod
51 | 2 | 4 | 1 | 15
52 | 9 | -12 | 28 | -49
53 | 1 | 2 | 4 | -11
54 | 9 | 4 | 22 | 3
55 | 8 | 13 | 4 | -33
56 | 1 | 1 | 6 | -14
57 | 0 | -1 | -4 | 10
